Bioassay records as filed in PubChem BioAssay.
D1 potentiator = human D1 dopamine receptor positive modulation | P21728 | HEK293 TREx D1 cells, calcium flux, dopamine EC20 potentiation | potentiation, % at 10 µM | 360,000 tested, 0.036% active; in the data active = potentiation above about 30%; also: 0% is about no effect
TRHR enhancer = allosterically enhances the human TRH receptor | P34981 | TRHR cells, fluo-8 calcium fluorescence, EC20 TRH enhancement | enhancement, % at 2 µM | 360,000 tested, 0.66% active; in the data active = enhancement above about 30%; also: 0% is about no effect
Target sequence (P34981 whole entry, looked up): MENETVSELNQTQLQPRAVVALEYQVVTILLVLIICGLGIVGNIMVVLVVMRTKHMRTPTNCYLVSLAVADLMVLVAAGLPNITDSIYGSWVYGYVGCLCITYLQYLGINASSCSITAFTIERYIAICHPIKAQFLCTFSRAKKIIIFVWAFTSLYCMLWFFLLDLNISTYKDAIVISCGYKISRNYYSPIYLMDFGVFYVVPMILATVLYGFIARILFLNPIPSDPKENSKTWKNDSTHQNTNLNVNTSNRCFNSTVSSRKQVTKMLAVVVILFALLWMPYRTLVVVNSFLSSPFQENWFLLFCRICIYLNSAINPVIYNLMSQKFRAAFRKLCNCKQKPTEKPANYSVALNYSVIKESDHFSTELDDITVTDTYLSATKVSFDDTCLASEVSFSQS
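TRHR-expressing cells loaded with fluo-8 calcium dye were read kinetically (ex 480/em 530) during compound addition, then stimulated with an EC20 of TRH (10 nM final). Enhancement of the Gq-mediated intracellular calcium response was scored.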
D2 ag = activates the human D2 dopamine receptor; activation, % at 2 µM; HEK293 T-REx D2 cells, calcium flux agonist mode; 340,000 tested, 0.53% active; P14416;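 active = activation over 3 SD above normal in the single-dose calcium agonist read, cut at about 30% in these data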; also: 0% is about no effect
Target sequence (P14416 whole entry, looked up): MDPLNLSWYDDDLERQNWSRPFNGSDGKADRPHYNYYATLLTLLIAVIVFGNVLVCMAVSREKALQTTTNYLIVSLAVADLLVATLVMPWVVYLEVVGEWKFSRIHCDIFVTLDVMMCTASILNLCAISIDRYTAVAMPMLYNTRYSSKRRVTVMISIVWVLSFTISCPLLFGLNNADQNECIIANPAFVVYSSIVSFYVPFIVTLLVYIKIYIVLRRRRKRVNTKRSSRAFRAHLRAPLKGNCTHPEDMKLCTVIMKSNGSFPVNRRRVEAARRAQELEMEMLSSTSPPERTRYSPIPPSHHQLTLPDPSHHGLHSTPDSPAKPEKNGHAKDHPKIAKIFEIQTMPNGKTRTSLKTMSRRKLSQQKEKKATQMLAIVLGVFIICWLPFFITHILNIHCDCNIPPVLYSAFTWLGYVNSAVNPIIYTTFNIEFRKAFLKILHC
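In this primary screen, compounds producing a positive calcium signal within 180 s of addition to tetracycline-induced, force-coupled HEK293 Trex D2 cells are flagged; cells are dye-loaded with a no-wash calcium kit beforehand.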
D1 antagonist = human D1 dopamine receptor antagonism; AID 504652; 360,000 tested, 3.2% active; HEK293 TREx D1 cells, calcium flux, dopamine EC80; hits give low values; P21728; activity change, negative = inhibition, % at 10 µM; in the data active = activity change below about -30%; also: % is scaled to controls: 0 for no effect and ±100 for the full control effect
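Kinetic fluorescence of a calcium dye serves as the read-out. D1-expressing Hek293 Trex cells, induced overnight at 30 C, are exposed to compound for 180 s before an EC80 dopamine addition, then read 180 s further.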
D1 agonist = human D1 receptor agonism | HEK293 T-REx D1 cells, calcium flux, agonist mode | activation, % at 2 µM | 360,000 tested, 1% active; in the data active = activation above about 30%; also: 0% is about no effect
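Inducible HEK293 T-REx D1 cells, force-coupled to calcium signalling, were plated at 4000 cells/well with tetracycline and held overnight at 30 C. After no-wash calcium dye loading, compound-evoked calcium rise over 180 s flagged agonists.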
RXFP1 agonist = activates the human relaxin receptor RXFP1. HEK293T-RXFP1 cAMP TR-FRET, 30 min; response scale: percent of porcine relaxin response, buffer zero. AID 2676. Potency, µM (doses to about 57.5 µM), without a hit: at the top dose activation, usual class: activators. 370,000 tested, 0.3% active; active = well fitted activation curve with a large enough effect; also: potency is read from the fitted curve at half-maximal effect; % is scaled to controls: 0 for no effect and ±100 for the full control effect; nearly all actives have a fitted effect of over 60% in size; many of its hits are not listed in these tables
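Agonist response is measured as cAMP accumulation in an RXFP1-transfected HEK293T line under PDE4 inhibition. Values are scaled between buffer-only and 29 nM porcine relaxin, and EC50s come from standard Hill equation fits.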
D2 antag = antagonists of human D2 dopamine receptor; 340,000 tested, 2% active; inhibition, % at 10 µM; HEK293 TREx D2 cells, calcium flux, dopamine EC80; P14416; in the data active = inhibition above about 30%; also: 0% is about no effect
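In this primary screen, negative modulation is detected by tracking calcium flux after an EC80 dopamine challenge in inducible HEK293 T-REx D2 cells preexposed to test compound for 180 s.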
RXFP1 antagonist = RXFP1 (human) relaxin receptor antagonism. HEK293-RXFP1, relaxin-stimulated cAMP HTRF, 30 min; hits give low values. activity change, negative = inhibition, % at 57.5 µM. 350,000 tested, 0.59% active;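 active = activity change of -60% or lower, but not beyond a set lower limit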; also: % is scaled to controls: 0 for no effect and ±100 for the full control effect
D2 PAM = positively modulates the human D2 dopamine receptor allosterically; potentiation, % at 10 µM; P14416; 340,000 tested, 0.34% active; HEK293 T-REx D2, calcium flux, EC20 dopamine potentiation; AID 485347;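 active = potentiation over 3 SD above the plate norm, cut at about 30% in these data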; also: 0% is about no effect
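Primary screen. Calcium kinetics in induced HEK293 T-REx D2 cells: compound pre-addition 180 s, EC20 dopamine, 180 s more.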
* = called active by the depositor.

How did O=C1CCSC2(C(=O)N(Cc3ccc(F)cc3)c3ccccc32)N1c1ccc(F)c(F)c1 (stereo not drawn) do in these assays?
D1 potentiator: -1.8; TRHR enhancer: -7.4; D1 antagonist: 3.8; D1 agonist: 1.0; RXFP1 agonist: -1.7%; RXFP1 antagonist: -72.0*; D2 PAM: -2.7

How did COc1ccccc1CCC(=O)N(Cc1ccccc1)c1c(N)n(Cc2ccccc2)c(=O)[nH]c1=O do in these assays?
D1 potentiator: -7.0; TRHR enhancer: -6.6; D2 ag: -0.4; D1 antagonist: 19.1; D1 agonist: 5.5; RXFP1 agonist: 0.7%; D2 antag: 7.1; RXFP1 antagonist: -11.7; D2 PAM: -1.7

How did N#Cc1cc2c(=O)n3ccccc3nc2n(-c2nnc(SCc3ccc(F)cc3)s2)c1=O do in these assays?
D1 potentiator: -2.7; TRHR enhancer: -5.0; D2 ag: 0.1; D1 antagonist: -9.7; D1 agonist: 0.6; RXFP1 agonist: 6.7%; RXFP1 antagonist: -19.2; D2 PAM: 1.8

What do the screens show for `CC(=O)N1c2ccc(S(=O)(=O)N3CCC(C(=O)NCc4ccccc4Cl)CC3)cc2CC1C` (stereo not drawn)?
D1 potentiator: -3.8; TRHR enhancer: -2.7; D2 ag: -1.3; D1 antagonist: -9.9; D1 agonist: 2.6; RXFP1 agonist: -0.2%; D2 antag: 2.1; RXFP1 antagonist: 2.9; D2 PAM: 20.4

How did COCCN1Cc2cccc(C(=O)NCc3cccs3)c2C1=O do in these assays?
D1 potentiator: -3.1; TRHR enhancer: 1.1; D2 ag: -0.1; D1 antagonist: -16.8; D1 agonist: 1.4; RXFP1 agonist: -0.8%; D2 antag: 18.1; RXFP1 antagonist: -3.7; D2 PAM: 22.3

How did CCCCOc1ccc(-c2nn(-c3ccccc3)cc2C2NC(=O)NC(C)=C2C(=O)OC)cc1 (stereo not drawn) do in these assays?
D1 potentiator: -1.2; TRHR enhancer: 2.5; D2 ag: -0.4; D1 antagonist: 7.3; D1 agonist: 11.2; RXFP1 agonist: 0.2%; RXFP1 antagonist: -17.3; D2 PAM: -0.3

How did N=c1sccn1CC(=O)NCc1ccc(Cl)cc1Cl do in these assays?
D1 potentiator: -0.3; TRHR enhancer: 1.0; D2 ag: 0.1; D1 antagonist: -6.7; D1 agonist: 12.5; RXFP1 agonist: 0.1%; D2 antag: 1.0; RXFP1 antagonist: 7.2; D2 PAM: -12.4

What do the screens show for `CCOc1ccc(NC(=O)CSc2nnc(-c3ccccc3Cl)n2Cc2ccco2)cc1`?
D1 potentiator: 1.9; TRHR enhancer: -9.8; D2 ag: 0.5; D1 antagonist: 4.5; D1 agonist: 1.4; RXFP1 agonist: 0.7%; D2 antag: 8.0; RXFP1 antagonist: -6.3; D2 PAM: -4.7

How did O=C(CSc1ccc2nnc(CCNC(=O)c3ccc(F)cc3)n2n1)NCC1CCCO1 (stereo not drawn) do in these assays?
D1 potentiator: -3.4; TRHR enhancer: -0.8; D2 ag: 0.6; D1 antagonist: -8.6; D1 agonist: 4.8; RXFP1 agonist: 23.7%; D2 antag: 1.8; RXFP1 antagonist: 2.0; D2 PAM: 1.8

What do the screens show for `O=C(CSc1nc2ncc(Cl)cc2[nH]1)c1ccc2c(c1)OCO2`?
D1 potentiator: -4.2; TRHR enhancer: -1.4; D2 ag: -0.1; D1 antagonist: -12.9; D1 agonist: 3.1; RXFP1 agonist: 0.0%; D2 antag: -4.8; RXFP1 antagonist: -8.9; D2 PAM: -16.6

What do the screens show for `CCC(C)NCCOCCOc1ccc(Cl)c2ccccc12` (stereo not drawn)?
D1 potentiator: -0.3; TRHR enhancer: -1.1; D2 ag: 1.3; D1 antagonist: -45.2*; D1 agonist: 57.5*; RXFP1 agonist: -0.4%; D2 antag: 20.2; RXFP1 antagonist: -78.3*; D2 PAM: -23.3

What do the screens show for `COc1ccc(C2CC(=O)C3=C(C2)Nc2ccccc2N(C(=O)C2CC2)C3c2cccnc2)cc1OC` (stereo not drawn)?
D1 potentiator: 7.8; TRHR enhancer: 8.1; D2 ag: 0.5; D1 antagonist: 1.2; D1 agonist: 0.8; RXFP1 agonist: 1.2%; D2 antag: -19.2; RXFP1 antagonist: 17.9; D2 PAM: -7.2

What do the screens show for `CC(/C=N/NC(=O)c1ccncc1)=C\c1ccco1`?
D1 potentiator: 11.3; TRHR enhancer: -13.2; D2 ag: 0.1; D1 antagonist: 7.6; D1 agonist: -0.9; RXFP1 agonist: 1.0%; D2 antag: -21.1; RXFP1 antagonist: 2.6; D2 PAM: -3.1

How did CCc1ccc(S(=O)(=O)N(C(C)=O)c2ccc3oc4c(c3c2)CCCC4)cc1 do in these assays?
D1 potentiator: -0.8; TRHR enhancer: 1.6; D2 ag: -2.1; D1 antagonist: 5.9; D1 agonist: 2.3; RXFP1 agonist: -1.5%; D2 PAM: 5.9

What do the screens show for `COc1ccc(CNC(=O)Cn2c(SCC(=O)Nc3ccc(OC)cc3)nc3ccccc32)cc1`?
D1 potentiator: 0.9; TRHR enhancer: -3.7; D2 ag: 0.5; D1 antagonist: 4.5; D1 agonist: 1.2; RXFP1 agonist: 1.3%; RXFP1 antagonist: -9.0; D2 PAM: -3.5

What do the screens show for `CSc1ccc(CN2CCN(S(=O)(=O)Cc3ccccc3)CC2)cc1`?
D1 potentiator: -2.2; TRHR enhancer: 17.6; D2 ag: -0.6; D1 antagonist: -13.0; D1 agonist: 3.5; RXFP1 agonist: -0.4%; D2 antag: -2.0; RXFP1 antagonist: -15.0; D2 PAM: 3.6

Results for CC1(C)Cc2c(sc3nc4n(c(=N)c23)CCCCC4)CO1 ?
D1 potentiator: -1.2; TRHR enhancer: 3.8; D2 ag: 1.1; D1 antagonist: 1.1; D1 agonist: 0.6; RXFP1 agonist: 3.3%; D2 antag: 0.8; RXFP1 antagonist: 13.7; D2 PAM: 1.3

What do the screens show for `COc1cc(/C=N\NC(=O)C2C(=O)NCC2c2ccccc2)cc(OC)c1O` (stereo not drawn)?
D1 potentiator: -3.8; TRHR enhancer: 2.7; D2 ag: -0.2; D1 antagonist: -9.7; D1 agonist: 2.2; RXFP1 agonist: 4.3%; D2 antag: -26.3; RXFP1 antagonist: -0.1; D2 PAM: -2.2

What do the screens show for `O=C(Nc1ccc(Br)cc1)c1ccc2c(c1)OCO2`?
D1 potentiator: -2.5; TRHR enhancer: -5.0; D2 ag: -0.2; D1 antagonist: -5.0; D1 agonist: 4.5; RXFP1 agonist: 2.6%; D2 antag: 10.9; RXFP1 antagonist: -0.7; D2 PAM: -4.8

What do the screens show for `CC1=CCC2C(=O)N(c3ccc(OC(=O)c4ccco4)cc3)C(=O)C2C1` (stereo not drawn)?
D1 potentiator: -2.0; TRHR enhancer: 3.1; D2 ag: 0.8; D1 antagonist: -0.2; D1 agonist: 5.0; RXFP1 agonist: -0.6%; D2 antag: 2.3; RXFP1 antagonist: -14.9; D2 PAM: 2.1

Quoted at random: three entries already listed.
What do the screens show for `CC(/C=N/NC(=O)c1ccncc1)=C\c1ccco1`?
D1 potentiator: 11.3; TRHR enhancer: -13.2; D2 ag: 0.1; D1 antagonist: 7.6; D1 agonist: -0.9; RXFP1 agonist: 1.0%; D2 antag: -21.1; RXFP1 antagonist: 2.6; D2 PAM: -3.1

How did N=c1sccn1CC(=O)NCc1ccc(Cl)cc1Cl do in these assays?
D1 potentiator: -0.3; TRHR enhancer: 1.0; D2 ag: 0.1; D1 antagonist: -6.7; D1 agonist: 12.5; RXFP1 agonist: 0.1%; D2 antag: 1.0; RXFP1 antagonist: 7.2; D2 PAM: -12.4

What do the screens show for `COc1ccc(CNC(=O)Cn2c(SCC(=O)Nc3ccc(OC)cc3)nc3ccccc32)cc1`?
D1 potentiator: 0.9; TRHR enhancer: -3.7; D2 ag: 0.5; D1 antagonist: 4.5; D1 agonist: 1.2; RXFP1 agonist: 1.3%; RXFP1 antagonist: -9.0; D2 PAM: -3.5

(more compounds)
How did CC1CCN(C(=O)COc2ccc(S(=O)(=O)N3CCOCC3)cc2)CC1 do in these assays?
D1 potentiator: -1.2; TRHR enhancer: 6.1; D2 ag: 0.9; D1 antagonist: -2.5; D1 agonist: 3.9; RXFP1 agonist: 0.0%; D2 antag: 18.1; RXFP1 antagonist: 4.1; D2 PAM: -6.2

How did Cc1nc(-c2cccc(NC(=O)c3ccc(-n4cccn4)cc3)c2)cs1 do in these assays?
D1 potentiator: -3.0; TRHR enhancer: -1.7; D2 ag: -0.2; D1 antagonist: 0.8; D1 agonist: 0.5; RXFP1 agonist: 4.0%; D2 antag: -9.8; RXFP1 antagonist: -15.4; D2 PAM: -10.0

Results for Cc1cccc(NC(=O)COc2ccc3oc4c(c3c2)CCCC4)c1 ?
D1 potentiator: -1.9; TRHR enhancer: -6.8; D2 ag: 0.0; D1 antagonist: -17.3; D1 agonist: 22.8; RXFP1 agonist: -3.7%; D2 PAM: -19.8

What do the screens show for `Oc1ccc(CNC2CCCCC2)cc1`?
D1 potentiator: -0.4; TRHR enhancer: -4.0; D2 ag: -0.6; D1 antagonist: 14.2; D1 agonist: 6.9; RXFP1 agonist: 0.2%; D2 antag: -10.5; RXFP1 antagonist: 12.6; D2 PAM: 11.4

What do the screens show for `CC(Nc1nc(=S)nc(Nc2ccc(F)cc2)[nH]1)c1ccccc1` (stereo not drawn)?
D1 potentiator: -0.8; TRHR enhancer: -8.5; D2 ag: 0.2; D1 antagonist: -25.2; D1 agonist: 2.7; RXFP1 agonist: -0.6%; D2 antag: -7.4; RXFP1 antagonist: -0.7; D2 PAM: 1.7

What do the screens show for `COC(=O)C1=C(Nc2ccccc2NS(=O)(=O)c2ccc(C(F)(F)F)cc2Cl)CSC1`?
D1 potentiator: 22.9; TRHR enhancer: -3.8; D2 ag: -0.6; D1 antagonist: 11.0; D1 agonist: 3.9; RXFP1 agonist: 5.6%; D2 antag: 9.7; RXFP1 antagonist: -18.8; D2 PAM: 13.9

How did CC1CCC(NC(=O)COc2ccc(C(=O)c3ccccc3)cc2)CC1 (stereo not drawn) do in these assays?
D1 potentiator: -2.1; TRHR enhancer: 1.7; D2 ag: -0.8; D1 antagonist: -17.2; D1 agonist: 11.5; RXFP1 agonist: -0.8%; D2 antag: -4.0; RXFP1 antagonist: 8.0; D2 PAM: -8.8

What do the screens show for `CCSC1=NCCN1S(=O)(=O)c1ccc(Cl)cc1`?
D1 potentiator: -2.4; TRHR enhancer: 1.8; D1 antagonist: 2.3; D1 agonist: -1.8; RXFP1 agonist: -1.1%; RXFP1 antagonist: -7.4

What do the screens show for `COc1ccc(-n2c(C)cc(C(=O)CN3CCC(C)CC3)c2C)cc1`?
D1 potentiator: -5.6; TRHR enhancer: 0.9; D2 ag: 1.3; D1 antagonist: 30.3; D1 agonist: 11.4; RXFP1 agonist: -5.5%; D2 antag: -1.7; RXFP1 antagonist: 1.1; D2 PAM: 1.5

Some of the compounds tested. The share of hits here may be higher or lower than overall.
